MBNL1 CUG block – inhibitors of human MBNL1 binding to CUG repeat RNA; AID 2675; Q9NR56; 0.036% of 280,000 active; TR-FRET MBNL1-His/biotin-(CUG)12 binding, 665/545 ratio; Potency, µM (doses to about 57.5 µM), inactives show top-dose activity change, negative = inhibition, hits mostly inhibitors; active = well fitted inhibition curve with a large enough effect in the signal ratio, with a control signal flat, not every such curve was filed as active; inconclusive = small, poorly fitted or top-dose-only effect, or effect the other way, or a change in a side signal; inactive = no such curve, though single readings can be large or run the other way; the % refers to the signal ratio; also: potency is read from the fitted curve at half-maximal effect; % is scaled to controls: 0 for no effect and ±100 for the full control effect
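TR-FRET readout: Ex 340 nm, 665/545 nm emission ratio, normalized to buffer-only (basal) and MBNL1-(CUG)12 controls. Complex of MBNL1-His with Biotin-(CUG)12, compounds 92 nM–58 uM, incubated 60 min at room temperature.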
A-T KAP1 phos – candidate therapy for ataxia-telangiectasia; […] A-T fibroblasts, KAP-1 phosphorylation AlphaLISA; neocarzinostatin DNA damage 30 min before lysis; Potency, µM (top dose mostly 57.5 µM), for the others: at the top dose activation, most hits filed as activators; 0.19% of 320,000 active; also: potency is read from the fitted curve at half-maximal effect; % of control where 0% means no effect; nearly all actives have a fitted effect of over 45% in size
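hTERT-immortalized A-T patient fibroblasts ([…]), 500 cells/well in OPTI-MEM, 1% FBS, got compounds for 60 min, then NCS for 30 min at 37C. Lysates were then assayed for phospho-KAP-1 by AlphaLISA (anti-pKAP1 donor, anti-KAP1 acceptor beads), 6 hr at 25C.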
PTAP TSG101 blk – blocks PTAP/TSG101 interaction to inhibit HIV-1 budding; Q99816; Fluorescence polarization, FITC-PTAP peptide / Tsg101 binding; Potency, µM (top dose mostly 115 µM), without a hit: top-dose activity change, negative = inhibition, most hits filed as inhibitors; 340,000 tested, under 10 active; active = well fitted inhibition curve with a large enough effect in the main read-out, with a control signal flat, not every such curve was filed as active; inconclusive = small, poorly fitted or top-dose-only effect, or effect the other way, or a change in a side signal; inactive = no such curve, though single readings can be large or run the other way; also: potency is read from the fitted curve at half-maximal effect; % of control where 0% means no effect
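Fluorescence anisotropy tracks displacement of a FITC-tagged PTAP peptide (50 nM) from the Tsg101 binding domain (10 uM), following a 20 min room-temperature incubation at pH 7.5.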
CXXC DNA block – blocks binding of human MLL CXXC domain to DNA; Q03164; MLL-CXXC / FITC-HOXA9 DNA fluorescence polarization; Potency, µM (highest dose often 115 µM), inactives show top-dose activity change, negative = inhibition, hits mostly inhibitors; 0.037% of 290,000 active; active = well fitted inhibition curve with a large enough effect in the polarisation, with a control signal flat, not every such curve was filed as active; inconclusive = small, poorly fitted or top-dose-only effect, or effect the other way, or a change in a side signal; inactive = no such curve, though single readings can be large or run the other way; the % refers to the polarisation; also: potency is read from the fitted curve at half-maximal effect
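Fluorescence polarization: 7 uM MLL-CXXC (stock) preincubated 5 min with compounds, then 50 nM fluorescein-HOX-A9 DNA (stock) added; 30 min ambient. Buffer 50 mM Tris-HCl pH 7.5, 50 mM NaCl, 1 mM DTT, 0.05% BSA.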
S-ASM inh – blocks human secretory acid sphingomyelinase | P17405 | placental ASM, HMU-PC fluorogenic substrate, 60 min | Potency, µM (titrated, usually from 57.5 µM), for inactives: at the highest dose activity change, negative = inhibition, actives largely listed as inhibitors | 0.006% of 340,000 active | AID 504937; also: potency is read from the fitted curve at half-maximal effect
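HMU-PC0 cleavage (9 uM final) by human placental ASM, 60 min at 37 °C following 10 min compound exposure at RT; stopped at pH 10, fluorescence Ex 386/Em 447 nm.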
a7 integrin act – activates integrin-mediated alleviation for muscular dystrophy; alpha7betagal myoblasts, beta-gal FDG fluorescence, 48 h; Potency, µM (series often up to 38.3 µM), for the others: at the highest dose activation, most hits filed as activators; 0.064% of 350,000 active;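 also: potency is read from the fitted curve at half-maximal effect; 100% = response of the positive control SU9516; nearly all actives have a fitted effect of over 60% in size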
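Alpha7betagal+/- myoblasts (passage 13) were plated 16-24 hr, then exposed to compounds (1:260 dilution of DMSO stock) for 48 hours at 37C. After MPER lysis, β-galactosidase reporter activity was read as FDG fluorescence (ex 480/em 540) after 30 minutes.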
TCR activator – T cell receptor activation; Potency, µM (highest dose often 9.22 µM), for inactives: at the highest dose activation of IL-2 secretion, most hits filed as activators; 330,000 tested, under 10 active; primary human leukocytes, anti-CD3, IL-2 HTRF, 48 h; also: % of control where 0% means no effect
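Primary human leukocytes receive a-CD3 beads and test compound and are incubated 48 hr. Secreted IL-2 is then assayed by HTRF, measuring 665nm acceptor emission after 320nm excitation of the europium donor.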
Menin-MLL TR inh – inhibitors of human menin-MLL interaction, mutant MLL peptide. O00255. Menin + Texas Red MLL mutant peptide, fluorescence polarization. Potency, µM (doses to about 61.6 µM), for the others: at the top dose FP activity change, negative = inhibition, most hits filed as inhibitors. 0.23% of 270,000 active. AID 1768; active = well fitted inhibition curve with a large enough effect in the polarisation, with a control signal flat, not every such curve was filed as active; inconclusive = small, poorly fitted or top-dose-only effect, or effect the other way, or a change in a side signal; inactive = no such curve, though single readings can be large or run the other way; the % refers to the polarisation; also: potency is read from the fitted curve at half-maximal effect; % of control where 0% means no effect; many of its hits are not listed in these tables
TSHR antag – antagonists of human thyroid stimulating hormone receptor; P16473; TSHR-expressing cells, TSH-stimulated cAMP HTRF, 2 h; stronger effect = lower value; activity change, negative = inhibition, % at 11.5 µM; 0.2% of 330,000 active; AID 504810;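 active = activity change below a set negative limit, meaning inhibition stronger than a set level, cut at about -70% in these data; inconclusive = activity change between two set negative limits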; also: % is scaled to controls: 0 for no effect and ±100 for the full control effect
Target sequence (P16473 whole entry, looked up): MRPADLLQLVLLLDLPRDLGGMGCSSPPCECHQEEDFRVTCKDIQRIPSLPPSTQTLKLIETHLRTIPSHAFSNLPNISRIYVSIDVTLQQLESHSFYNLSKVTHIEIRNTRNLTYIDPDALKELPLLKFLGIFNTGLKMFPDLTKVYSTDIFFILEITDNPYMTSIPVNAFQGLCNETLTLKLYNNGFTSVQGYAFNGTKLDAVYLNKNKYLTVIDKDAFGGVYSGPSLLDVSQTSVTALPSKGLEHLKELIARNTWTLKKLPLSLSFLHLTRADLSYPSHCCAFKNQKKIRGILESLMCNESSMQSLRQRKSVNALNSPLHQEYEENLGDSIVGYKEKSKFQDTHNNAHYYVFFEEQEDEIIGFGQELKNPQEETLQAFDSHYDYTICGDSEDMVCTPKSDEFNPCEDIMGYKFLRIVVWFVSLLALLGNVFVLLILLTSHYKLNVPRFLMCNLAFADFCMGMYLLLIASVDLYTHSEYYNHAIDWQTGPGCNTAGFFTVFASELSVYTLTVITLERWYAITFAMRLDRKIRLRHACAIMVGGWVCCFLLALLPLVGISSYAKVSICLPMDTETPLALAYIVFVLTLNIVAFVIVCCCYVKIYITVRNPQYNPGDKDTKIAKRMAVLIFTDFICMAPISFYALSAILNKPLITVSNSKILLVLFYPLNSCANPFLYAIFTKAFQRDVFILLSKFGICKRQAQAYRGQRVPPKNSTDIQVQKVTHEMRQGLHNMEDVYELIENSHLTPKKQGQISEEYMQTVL
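Cell-based HTRF cAMP assay; TSHR cells + compound, TSH EC80 (4nM final), 2 h, 37 deg C. Lysis with anti-cAMP cryptate and cAMP-d2, 30 min RT, read 665/620 nm.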
Mito fusion act – mitochondrial division inhibition or fusion activation. Potency, µM (series often up to 46.1 µM), for inactives: at the top dose growth rescue (activation), usual class: activators. 0.23% of 320,000 active. S. cerevisiae fusion-defective mutant growth rescue, CellTiterGlo 48 h;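 also: potency is read from the fitted curve at half-maximal effect; % of control where 0% means no effect; nearly all actives have a fitted effect of over 45% in size; temperature-sensitive fusion mutants such as fzo1-1 at 37 °C on non-fermentable ethanol glycerol medium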
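Temperature-sensitive fusion-defective S. cerevisiae (e.g. fzo1-1, mgm1-5) were grown with compound in YPEG medium (3% ethanol, 3% glycerol) for 48 hours at 37C. Growth rescue was measured as viability by CellTiterGlo luminescence after 10 minutes at ambient.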
An asterisk follows results filed as active; ? = inconclusive; nt = not tested or not shown; [ ] = dose if it differs, or a comment. Unless noted, calls follow the shape of the dose curve; as a rule, active = well fitted curve in the direction sought with a large enough effect; inconclusive = small, poorly fitted or top-dose-only effect, or another doubt; inactive = no such curve, though single readings can be large; an effect the other way counts as inactive or inconclusive. Some of the compounds tested, so the mix of outcomes need not match the whole.

SMILES | MBNL1 CUG block | A-T KAP1 phos | PTAP TSG101 blk | CXXC DNA block | S-ASM inh | a7 integrin act | TCR activator | Menin-MLL TR inh | TSHR antag | Mito fusion act
O=C(CN(Cc1ccco1)C(=O)CCC(=O)Nc1ccccn1)NCCc1ccccc1 | -7% | -8% | -3% | 14% | 6% | 12% | -2% | 3% | 8 | -1%
O=CN1CCN(C(=O)CN2C(=O)c3ccccc3C2=O)CC1 | 7% | -3% | -3% | 3% | -1% | -5% | 5% | 2% | -4 | -2%
Cc1cc(C(=O)COc2ccc([N+](=O)[O-])cc2)c(C)n1C1CC1 | ? | -2% | 0% | -4% | 1% | -20% | -2% | nt | -8 | -2%
CCOC(=O)c1ccc(CNC(=O)Cn2nnc(-c3cccc(C)c3)n2)o1 | -2% | 5% | nt | 9% | nt | nt | nt | -4% | -3 | -4%
CC(Sc1n[nH]c(N)n1)c1nc2scc(-c3cccs3)c2c(=O)[nH]1 (stereo not drawn) | 3% | -2% | -3% | 16% | 4% | -14% | -6% | nt | 5 | -4%
O=S(=O)(Oc1ccccc1N1CCCCC1)c1ccccc1 | 3% | -1% | 3% | -1% | 0% | ? | -2% | nt | -8 | -6%
O=C(CSc1ccccc1C(=O)O)c1ccc(Cl)cc1 | -3% | -9% | -11% | 14% | -1% | 1% | 3% | 7% | -4 | 13%
CN(C(=O)c1ccc(S(=O)(=O)N(C)C)cc1)c1ccc2ccccc2c1 | 6% | -6% | 1% | -7% | -5% | 3% | 0% | -28% | -4 | ?
CN(C)S(=O)(=O)c1ccc(C(=O)OCC2CC2(Cl)Cl)cc1 (stereo not drawn) | -5% | ? | -5% | 0% | 0% | -9% | 2% | -29% | 30 | ?
CC1(C)CC(=O)c2c(O)cc(O)cc2O1 | 9% | -2% | -7% | 8% | 3% | 8% | 4% | 14% | nt | 1%
Clc1cc(Br)ccc1OCCOCCOc1cccc2cccnc12 | -4% | 10% | -1% | -3% | -9% | -14% | 1% | 14% | -5 | 6%
c1cc(-c2nnc3sc(C4CCCCC4)nn23)ccn1 | 1% | 2% | -8% | 0% | 3% | 7% | 5% | -15% | -4 | 5%
COc1ccc(Cl)cc1NC(=O)C1CC(=O)N(C2CCCCC2)C1 (stereo not drawn) | 2% | 4% | 0% | -1% | 0% | -1% | -4% | -5% | -8 | -2%
COc1cccc(-n2nnc3c(=O)n(CC(=O)NCC4CCCO4)cnc32)c1 (stereo not drawn) | 2% | -3% | -2% | -5% | 3% | 13% | -3% | -9% | 22 | 6%
C[C@@H]1CC[C@]2(O[C@@H](CCO)C[C@H](O)[C@H]2O)O1 | 15% | -1% | -1% | 1% | 2% | -5% | -4% | 3% | 13 | 1%
CCOc1ccc(C(=S)N2CCOCC2)cc1OC | -2% | nt | -11% | 14% | -3% | 8% | 1%[46.1 µM] | 4% | -3 | 1%
O=S(Cc1ccc(Br)cc1)Cc1nnc(SCc2ccc(Br)cc2)n1-c1ccccc1 (stereo not drawn) | 9% | 0% | -3% | 12% | -17% | ? | 13% | -5% | -8 | 5%
Nc1nc(SCC(=O)N2CCc3ccccc32)[nH]c(=O)c1-c1ccccc1 | 0% | -4% | -6% | -6% | 0% | -10% | -1% | -12% | 2 | -3%
CN(C)C(=O)CSc1ccc(S(=O)(=O)N2CCOCC2)cn1 | nt | -20% | -5% | nt | 3% | -7% | 1% | nt | 18 | -2%
COc1ccc(NC(=O)c2csc(Cc3ccc(Cl)cc3)n2)cc1 | -3% | 2% | 1% | 32%[activator] | 2% | ? | -1% | -14% | -21 | 0%
Cc1cccc(C(C)(C)C)c1OCCOCCN1CCCC1 | -10% | -2% | 1% | -4% | 0% | -36% | 5%[46.1 µM] | -8% | 2 | -7%
O=C(N/N=C/c1ccc2ncccc2c1)c1cc(-c2cccs2)nc2ccccc12 | -9% | 0% | 0% | -9% | 172% | 16% | 1% | nt | 9 | -4%
C/C(=N\NC(=O)c1ccc([N+](=O)[O-])cc1Cl)c1ccccc1 | ? | -4%[11.5 µM] | 0% | -10% | -3% | 10% | -3% | 3% | 7 | 2%
CC1CCCC(NC(=O)COC(=O)c2cc3ccccc3oc2=O)C1C (stereo not drawn) | nt | 2% | -5% | nt | -1% | 0% | 0% | nt | nt | nt
Cc1cccn2c(=O)c3cc(C#N)c(=N)n(CCN4CCOCC4)c3nc12 | ? | nt | -1% | -3% | 254%[activator] | 22% | -7% | 5% | 9 | -1%
Cc1cc(C(=O)NCc2ccccc2F)cs1 | -6% | 8% | -5% | 6% | 5% | 3% | -3% | -12% | 16 | 25%
Cc1ccc(S(=O)(=O)NNC(=O)CCC(=O)Nc2ccc(C)c(C)c2)cc1 | -2% | 0% | -4% | -6% | -7% | -1% | 15% | -7% | -2 | -2%
COc1ccc2cc(C(=O)C3CCCN(C(=O)Cc4c(C)noc4C)C3)ccc2c1 (stereo not drawn) | 16% | 6% | -2% | -9% | -3% | -30% | -1% | -2% | -8 | -1%
CCCCS(=O)(=O)NC1=NCN(CC)CN1 | 4% | -1% | 0% | 14% | 4% | 9% | -1% | 13% | 3 | -2%
O=C(CCN1CCN(Cc2ccccc2)CC1)NNC(=O)Nc1cccc(Cl)c1 | 0% | 40% | -2% | 14% | 1% | 30% | -3% | nt | 10 | 5%
CCOc1ccc(-n2c(SCC(=O)Nc3ccccc3CC)nc3n[nH]c(C)c3c2=N)cc1 | 12% | 5% | nt | 8% | nt | nt | nt | -9% | -10 | -1%
CC1=NNC(=O)C1CC(=O)N/N=C/c1cccs1 (stereo not drawn) | ? | 1% | -5% | -7% | 3% | -10% | -1% | nt | -2 | 0%
CCN(CC)c1ccc(-n2c(O)c(C=C3N=c4ccccc4=N3)sc2=S)cc1 | 3% | 1% | -2% | 10% | 1% | -1% | -3%[46.1 µM] | ? | 6 | -5%
Cc1cccn2c(=O)c(C=O)c(NCc3ccccc3)nc12 | 27% | 4% | -5% | 0% | 47%[activator] | 5% | 4% | nt | 3 | 18%
Cc1ccc(CNC(=S)NC2CCC(C(C)(C)C)CC2)cc1 (stereo not drawn) | -1% | -4% | 1% | -7% | -6% | -19% | -7% | -8% | 3 | -14%
O=C(Cn1c2ccccc2c2nc3n(c(=O)c21)CCCS3)Nc1ccccc1 | 10% | 9% | 0% | 39%[activator] | -3% | -3% | -7% | nt | 4 | -12%
Cc1cc(C(=O)N2CCCC(N3CCN(c4cccc(Cl)c4)CC3)C2)n(C)n1 (stereo not drawn) | -2% | 2% | nt | 13% | -1% | 14% | -2% | nt | 21 | 3%
CCOC(=O)CN1C(=O)N[C@@H](CCc2ccccc2)[C@H](C(C)=O)[C@H]1C | nt | nt | 2% | nt | 8% | 0% | -15% | -3%[11.7 µM] | nt | nt
N/C(=N\OS(=O)(=O)c1ccc2ccccc2c1)c1ccccn1 | -1% | 6% | -8% | 6% | 6% | 5% | -1% | 3% | -1 | 0%
Cc1cc(NC(=O)CSc2nnc(Nc3ccccc3F)s2)no1 | 4% | 2% | -1% | 1% | -3% | 0% | -12% | -14% | 6 | 1%
CC(=O)C[C@@H](O)CC(=O)[C@@H]1OC(=O)CCCCCc2ccccc21 | nt | 14% | -5% | nt | 3% | -8% | -1% | nt | -10 | nt
CCOC(=O)C1(CC)CC(CSc2nc3ccccc3[nH]2)OC1=O (stereo not drawn) | -7% | 3% | 0% | 2% | -4% | 17% | 2% | -1% | 4 | -1%
COc1ccccc1Nc1nc(Cl)nc(NC(C)(C)C)n1 | -5% | 2% | 0% | -5% | 1% | -13% | -1% | -4% | -18 | 6%
CCC(=O)NC(c1ccccc1OC)c1ccc2cccnc2c1O (stereo not drawn) | -4% | -1% | -2% | -5% | 3% | 0% | 5%[46.1 µM] | -1% | -7 | 0%
CC(C(=O)N(C)C1CCS(=O)(=O)C1)N1C(=O)/C(=C/c2ccc(F)cc2)SC1=S (stereo not drawn) | ? | -12% | -2% | 12% | -19% | -32%[inhibitor] | -7% | nt | -12 | 9%
O=C(CCSc1ccc(Cl)cc1)NCc1ccncc1 | -9% | ? | 1% | -14% | 5% | -6% | 3% | -2% | 7 | 4%[9.22 µM]
Cc1cc(C)n2c(SCC(=O)NC3CCCCC3)nnc2n1 | 6% | -2% | -8% | -1% | 4% | 17% | 1% | 23% | 22 | -3%
